Source: PubChem
N370S GC: inhibits or activates N370S mutant glucocerebrosidase; N370S GC spleen homogenate, 4MU-glucoside fluorescence; Potency, µM (titrated, usually from 59.4 µM), without a hit: at the highest dose activity change, negative = inhibition, usual class: inhibitors; actives 0.092% (n = 330,000); AID 2101;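 further: 0% = full enzyme activity and -100% = no enzyme basal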
FEN1 inh: blocks human flap endonuclease 1. P39748. Recombinant FEN1 flap cleavage, fluorescence, 15 min. Potency, µM (titrated, usually from 114 µM), for inactives: top-dose activity change, negative = inhibition, most hits filed as inhibitors. actives 0.35% (n = 390,000). AID 588795; further: nearly all actives have a fitted effect of over 65% in size
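With each library titrated from low to high concentration, compounds met 10 nM FEN1 for 15 min at room temperature before 50 nM substrate was added; readings at 0 and 15 min fed four-parameter Hill curve fits.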
TDP1 inh: blocks human tyrosyl-DNA phosphodiesterase 1; Q9NUW8; recombinant TDP1, AlphaScreen DNA substrate cleavage; Potency, µM (doses to about 130 µM), for inactives: at the top dose activity change, negative = inhibition, hits mostly inhibitors; actives 0.28% (n = 350,000); AID 485290; further: nearly all actives have a fitted effect of over 40% in size
Target sequence (Q9NUW8 whole entry, looked up): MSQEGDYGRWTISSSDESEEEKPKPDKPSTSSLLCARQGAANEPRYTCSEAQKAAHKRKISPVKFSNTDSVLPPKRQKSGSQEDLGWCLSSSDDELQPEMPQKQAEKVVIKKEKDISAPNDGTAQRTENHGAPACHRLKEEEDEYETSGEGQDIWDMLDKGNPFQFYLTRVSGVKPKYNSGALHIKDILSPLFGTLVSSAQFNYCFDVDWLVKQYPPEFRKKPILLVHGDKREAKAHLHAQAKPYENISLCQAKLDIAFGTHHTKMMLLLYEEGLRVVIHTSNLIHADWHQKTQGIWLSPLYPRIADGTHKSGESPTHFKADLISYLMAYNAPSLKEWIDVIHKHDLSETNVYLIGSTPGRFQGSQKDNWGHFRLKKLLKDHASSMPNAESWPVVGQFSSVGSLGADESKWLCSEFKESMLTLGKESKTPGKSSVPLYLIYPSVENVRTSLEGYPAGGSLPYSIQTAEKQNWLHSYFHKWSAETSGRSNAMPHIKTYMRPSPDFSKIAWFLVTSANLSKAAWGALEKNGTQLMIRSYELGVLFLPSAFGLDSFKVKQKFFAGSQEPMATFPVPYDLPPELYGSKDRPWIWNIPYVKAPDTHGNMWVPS
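Compounds were preincubated with Tdp1 (1 nM final) for 15 min at room temperature before substrate (15 nM final) started a 5 min reaction; beads (10 ug/ml final) were then added for 10 min before AlphaScreen detection.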
Numbers without * were called inactive; u = inconclusive; x = no result given. The call rests on the fitted dose curve; in most records, active means well fitted curve in the direction sought with a large enough effect; inconclusive means small, poorly fitted or top-dose-only effect, or another doubt; inactive means no such curve, though single readings can be large; an effect the other way counts as inactive or inconclusive. Unless noted, on the % scale 0 is the no-effect control and ±100 the full control effect; potency means the concentration at half of the fitted maximal effect.

SMILES | N370S GC | FEN1 inh | TDP1 inh
CC(=O)c1cn(CCC(C)C)c(=O)[nH]c1=O | 3% | -1% | 0%
Cc1cc(Cl)c2oc(C(=O)NCCC3CCCCO3)c(C)c2c1 (stereo not given) | u | -15% | -10%
CC(=O)c1c(N2CCCCC2)nc(=O)n(-c2ccccc2)c1C | -6% | 1% | -2%
Cc1c(Br)c(O)c(Br)c2sc(=O)oc12 | -2% | u | -6%
O=C(CCCn1c(=O)[nH]c2cc(Cl)ccc2c1=O)NCCCN1CCN(c2ccc(F)cc2)CC1 | 0% | 12% | 8%
NC(=O)c1ccc(NC(=O)COC(=O)C2(c3cccc(F)c3)CCCC2)cc1 | -15% | 11% | 1%
CC1(C)CN(c2cccc(-c3ccnc4ncnn34)c2)C1=O | -4% | 12% | 3%
COC(=O)c1ccccc1S(=O)(=O)N(Cc1ccco1)Cc1cc2cc(OC)ccc2[nH]c1=O | 4% | 7% | -1%
COc1ccc(-c2c(C(F)(F)F)nn(C)c2NC(=O)c2ccco2)cc1 | -5% | 13% | 5%
O=C(Nc1ccc(S(=O)(=O)NC2=NCCCCC2)cc1)c1cc(S(=O)(=O)N2CCOCC2)ccc1F | -3% | 9% | 2%
CCC(=O)Nc1nnc(S(=O)(=O)N(C)c2ccccc2)s1 | 4% | 12% | x
C/C(N)=C(/C#N)C(=O)CSc1nc2ccccc2c(=O)n1-c1ccccc1C | 14% | -3% | -2%
CCc1nnc(NC(=O)CSc2ccc(-c3ccc(F)cc3)nn2)s1 | 14% | x | -6%
CC1CCCC(C)N1C(=O)CSc1nnnn1C1CCCC1 (stereo not given) | -7% | -3% | 0%
CCn1c(COc2ccccc2C)nnc1SCC(=O)Nc1cc(C)on1 | 2% | 6% | 2%
O=S1(=O)C=CC(Nc2cccc(Cl)c2)C1 (stereo not given) | -17% | 2% | 0%
COc1cccc(-n2c(SCC(=O)NC3CCCCC3)nc3n[nH]c(C)c3c2=N)c1 | u | -6% | 4%
O=S(=O)(NCc1ccccc1)NCc1ccccc1 | -5% | -9% | -1%
CSc1ccc(-c2nc(CSCC(=O)NCCCN3CCOCC3)c(C)o2)cc1 | -7% | 5% | 4%
COC(=O)C(C)Sc1nnc(Cc2cc(=O)[nH]c(=O)[nH]2)n1-c1ccc(OC)cc1 (stereo not given) | -2% | -2% | 4%
Cc1ccc(C)c(Nc2ncnc(N)c2[N+](=O)[O-])c1 | 8% | -10% | 3%
CN(CC(=O)NCCc1ccc(S(N)(=O)=O)cc1)CC(=O)Nc1ccccc1C(F)(F)F | x | 4% | 0%
c1ccc(-c2ncc(CSc3nncn3-c3ccccc3)s2)cc1 | 10% | 3% | 5%
Cc1cc[n+]2n1CC(O)C2 (stereo not given) | 2% | 10% | 4%
O=C(Nc1ccccc1-c1ccccc1)NC1CC2CCCC(C1)N2Cc1ccc(F)cc1 (stereo not given) | 7% | -17% | 2%

The results go on.
SMILES | N370S GC | FEN1 inh | TDP1 inh
S=c1[nH]nc(COc2cccc(Cl)c2)n1Cc1ccccc1 | 17% | -10% | 3%
COc1ccc(C2CC(c3cc(Br)ccc3F)n3nnnc3N2)cc1 (stereo not given) | -20% | -6% | 9%
CC(C)OCCCNC(=O)c1nn(C)c2c1CSc1ccccc1-2 | x | 14% | 9%
Cc1ccc(-c2nnn(CC(=O)N(CCCO)C(C(=O)NC3CCCC3)c3ccc(Cl)cc3)n2)o1 (stereo not given) | -8% | -4% | x
Cc1cc(-c2nnc3n2N=C(c2ccc(-c4ccccc4)cc2)CS3)n[nH]1 | -4% | -14% | 1%
CSc1nn2c(C(F)(F)F)cc(C(F)(F)F)nc2c1C(=O)O | 12% | 4% | 0%
Cc1nc(N2CCOCC2)c2nc(-c3ccccc3)n(CCN3CCCCC3)c2n1 | -6% | x | 7%
O=C(NC1CCN(Cc2ccccc2)C1)c1cccc(S(=O)(=O)N2CCOCC2)c1 (stereo not given) | 7% | 6% | 1%
Cc1cc(C)c(NC(=O)CN2C(=O)NC3(CCCc4ccccc43)C2=O)c(Cl)c1 (stereo not given) | -3% | -5% | -5%
CC(C)c1cccc(C2=CC(=O)C[C@H](c3ccc(F)cc3)C2)c1 | x | -2% | -10%
Cn1c(CSc2nc3ccccc3n2C)nc2ccccc21 | 6% | -3% | 6%
CCOc1ccc(NC(=O)CSc2nc(=O)n(CCCN3CCOCC3)c3c2CCC3)cc1 | -20% | -12% | 1%
COc1ccc(N(CC(=O)Nc2cccc(C)c2C)S(=O)(=O)c2c(C)[nH]c(=O)[nH]c2=O)cc1 | 2% | -14% | x
COc1ccc(CN2CCCC(N3CCN(c4ccc(OC)cc4)CC3)C2)cc1 (stereo not given) | 5% | 15% | x
CCOc1ccc(C(=O)N2CCN(c3ccccc3)CC2)cc1OCC | -4% | -6% | 5%
CC(C)CCN1C(=O)c2ccccc2CC1(C)C(=O)NC1CCC(C)CC1 (stereo not given) | x | -1% | 3%
CCc1ccc(C2=NN(S(C)(=O)=O)C(c3cccs3)C2)cc1 (stereo not given) | 5% | -21% | 0%
O=C(CN1C(=O)CCC1=O)NCC12CC3CC(CC(C3)C1)C2 | 9% | -12% | -2%
Cc1ccc(OCC(=O)N/N=C/C=C/c2ccco2)cc1 | 8% | -8% | 7%
Cc1ccc(-c2nnn(CC(=O)NCc3ccccc3)n2)c(-n2cnnn2)c1 | 0% | 6% | 3%
CCn1c(COc2cccc(C)c2C)nnc1SCC(=O)N1CCN(c2ccc(OC)cc2)CC1 | 1% | -1% | -8%
ONc1cccnc1-n1nc(C(F)(F)F)cc1C(F)(F)F | 0% | x | 3%
Cc1cccc(NC(=O)c2ccc3c(c2)OCCO3)n1 | -13% | 0% | 1%
O=C(c1ccc(F)cc1)C1CCN(S(=O)(=O)c2ccccc2)CC1 | 6% | -14% | 1%
Cc1c(Cl)cccc1NC(=O)CNc1cccc(S(=O)(=O)N(C)C)c1 | -6% | 2% | x

New compounds follow.
SMILES | N370S GC | FEN1 inh | TDP1 inh
Nc1ccccc1Sc1c[nH]c2ccccc12 | -7% | -1% | 8%
CCn1cc(CN2CCC(Oc3ccc(C(=O)N4CCCCC4)cc3)CC2)cn1 | -7% | -6% | 4%
Cn1cc(Br)c(C(=O)Nc2c(F)c(F)c(F)c(F)c2F)n1 | -1% | 5% | 0%
Cc1ccc(-n2c(C)nc3oc4ccccc4c(=O)c3c2=O)cc1 | 15% | -15% | 0%
Cc1nc2cc(NC(=O)CCS(=O)(=O)c3ccccc3)ccc2s1 | 3% | 13% | 4%
COc1cccc(NC(=O)c2csc3c2CCCC3)c1 | 10% | 4% | -5%
CCc1cc2c3c([nH]c2cc1S(=O)(=O)NCCCOC)CC(C)(C)CC3=O | 1% | -4% | x
Cc1ccc(C(=O)O)cc1NC(=O)c1cccs1 | -22% | 6% | 6%
CNC(=O)c1nc[nH]c1C(=O)NC | -11% | -8% | 2%
CCOc1ccccc1NC(=O)Cn1c(=O)n(CCCC(=O)NCCc2ccc(C)cc2)c(=O)c2ccccc21 | x | 0% | 7%
